Bioassay records from PubChem BioAssay.
PostGolgi yeast: growth inhibition of a yeast mutant, post-Golgi transport screen. post-Golgi transport phenotypic cell assay. inhibition, % at 10 µM. 98,000 compounds, 0.9% hits;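 note: yeast cells grown in 1536-well plates; yeast grown about 18 h at 30C before absorbance read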
hDAT+cocaine: human DAT dopamine uptake with cocaine, either direction; Q01959; LLC-PK1 hDAT cells, [14C]-dopamine uptake with cocaine IC80; actives deviate in either direction; B-score at 10 µM; 110,000 compounds, 1.3% hits; AID 449768;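 active = Z score or B-score, a plate-position-corrected score, falls beyond the plate's 99.7% confidence bounds, in either direction; inactive = both scores lie inside the 99.7% bounds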;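 note: scored against the spread of the other compound wells on the same plate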
Target sequence (Q01959 whole entry, looked up): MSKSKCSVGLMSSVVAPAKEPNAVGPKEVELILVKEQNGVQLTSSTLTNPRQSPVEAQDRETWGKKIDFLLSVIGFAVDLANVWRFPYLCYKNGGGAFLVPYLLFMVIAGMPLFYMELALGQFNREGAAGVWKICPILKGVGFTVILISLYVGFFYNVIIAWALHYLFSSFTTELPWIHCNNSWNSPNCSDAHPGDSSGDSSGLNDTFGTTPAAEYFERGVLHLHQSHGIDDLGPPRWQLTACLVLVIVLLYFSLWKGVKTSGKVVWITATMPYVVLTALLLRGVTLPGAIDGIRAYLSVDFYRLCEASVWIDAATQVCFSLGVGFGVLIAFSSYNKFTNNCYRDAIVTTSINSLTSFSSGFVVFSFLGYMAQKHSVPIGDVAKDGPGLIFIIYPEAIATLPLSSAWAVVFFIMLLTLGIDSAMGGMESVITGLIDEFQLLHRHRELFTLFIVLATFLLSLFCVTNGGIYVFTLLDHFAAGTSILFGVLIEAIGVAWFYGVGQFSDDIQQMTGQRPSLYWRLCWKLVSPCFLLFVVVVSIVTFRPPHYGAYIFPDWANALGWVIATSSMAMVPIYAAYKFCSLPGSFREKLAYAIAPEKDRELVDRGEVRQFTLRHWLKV
H69AR inhibit: growth inhibitors of human H69AR lung tumor cells. AID 598. 85,000 compounds, 6% hits. H69AR lung tumor viability, ATP luminescence, 72 h; stronger effect = lower value. viability, % at 10 µM;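 active = viability at or below 40%; inactive = viability above 40%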;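 note: multidrug resistant small cell line overexpressing MRP-1 efflux transporter; 100% = mean luminescence of untreated control wells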
E coli WT exp: E. coli BW25113 growth inhibition, expanded screen. OD600 absorbance. growth inhibition, % at 100 µM. 98,000 compounds, 0.15% hits;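 active = growth inhibition above about 50% at one test dose, limit read from the data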;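 note: growth measured after 20 h incubation at 37 °C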
S1P2 blocker: antagonists of human S1P2 receptor; O95136; cell-based S1P2 antagonist assay, inhibition at 5 uM; inhibition, % at 5 µM; 97,000 compounds, 0.21% hits; in the data active = inhibition above about 45%;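 note: CRE beta-lactamase reporter cells expressing human S1P2 stimulated with S1P; 0% = agonist at EC80 alone and 100% = agonist plus reference antagonist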
Target sequence (O95136 whole entry, looked up): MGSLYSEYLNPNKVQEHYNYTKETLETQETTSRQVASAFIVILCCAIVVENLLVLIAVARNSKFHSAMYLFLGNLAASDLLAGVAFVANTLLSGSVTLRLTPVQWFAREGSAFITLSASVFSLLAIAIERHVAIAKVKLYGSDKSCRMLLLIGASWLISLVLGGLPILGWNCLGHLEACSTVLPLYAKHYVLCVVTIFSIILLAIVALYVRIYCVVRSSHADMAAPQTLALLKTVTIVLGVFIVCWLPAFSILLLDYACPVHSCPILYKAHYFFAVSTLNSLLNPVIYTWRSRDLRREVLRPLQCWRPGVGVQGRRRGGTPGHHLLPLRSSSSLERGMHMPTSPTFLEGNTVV
S1P2 ag: activates the human S1P2 receptor | O95136 | S1P2-expressing cell line, agonist reporter read-out | activation, % at 4.5 µM | 97,000 compounds, 0.46% hits | AID 729; in the data active = activation above about 16%;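 note: 0% = vehicle low control and 100% = maximal reference agonist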
HUVEC prolif 384: human endothelial cell proliferation inhibition; HUVEC proliferation, CellTiter-Glo luminescence, 72 h; stronger effect = lower value; viability, % at 10 µM (by protocol); 86,000 compounds, 1.1% hits; AID 648;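 active = viability at or below 30%; inactive = viability above 30%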;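 note: 100% = median luminescence of DMSO-only cell control wells on each plate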
PostGolgi ctrl: growth of the yeast control strain, post-Golgi counter-screen. efflux-deficient yeast background strain, growth absorbance A615, 16 h. inhibition, % at 10 µM. 98,000 compounds, 5% hits
Fibroblast inh: blocks proliferation of human lung fibroblasts | LL 47 human lung fibroblast viability, ATP luminescence; stronger effect = lower value | viability, % at 10 µM | 85,000 compounds, 1.1% hits | AID 719;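 active = viability at or below 50% in the single dose screen; inactive = viability above 50%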;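 note: compound exposure lasted 72 h before the ATP readout; 100% = median luminescence of untreated cell-only wells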
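Assay system: human lung fibroblast line LL 47, low passage. Input: 1,150 fibroblasts seeded per well. Times: overnight cell rest, 72 h compound treatment at 37 °C. Evaluation: % viability of median cell-only signal. Technique: luminescent ATP detection, CellTiter-Glo. Control set: cell-only wells, no compound.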
An asterisk follows results filed as active; · = not tested or not shown. Cut-off read from the data, not from the text of the source, unless noted: active = inhibition above about 30%; inactive = the rest.

SMILES	PostGolgi yeast	hDAT+cocaine	H69AR inhibit	E coli WT exp	S1P2 blocker	S1P2 ag	HUVEC prolif 384	PostGolgi ctrl	Fibroblast inh
O=C(Nc1ccccc1-c1ccccc1)c1cnccn1	-7	-0.7	41	1	-9	-5	82	11	104
O=C(Nc1cccc2ccccc12)C1CCN(C(=O)NCc2ccccc2)CC1	1	-0.59	96	-9	14	-10	100	3	101
O=C(c1ccco1)N1CCN=C1SCc1ccccc1F	0	-0.56	91	-4	9	-2	96	5	100
Cc1cccc(-n2ccnc2SCC(=O)Nc2nccs2)c1	6	-0.13	102	5	-4	-1	101	9	97
Cc1onc(-c2ccccc2Cl)c1C(=O)N1CCCc2ccccc21	-10	-0.72	23*	-4	20	-6	90	16	91
CC1CN(C(=O)c2cc3c(=O)n4ccccc4nc3s2)CC(C)O1 (configuration not stated)	11	0.73	73	0	·	·	92	7	95
Cc1oc(C(C)(C)C)cc1C(=O)NCC(=O)NCC(=O)O	-4	-0.84	87	4	25	-2	95	12	94
Cc1cc(/C=N\NC(=O)CC(=O)NC2CCCCC2)c(C)n1-c1ccc(Cl)c(Cl)c1	-7	-3.7*	·	-5	-3	-1	·	10	·
Cc1c(C(=O)CN2CCSCC2)c2ccccc2n1C	-3	0.28	·	10	-1	-4	·	9	·
O=C(CSc1nc2ccccc2s1)NC(=O)NCc1ccco1	-5	-0.18	88	-4	29	0	99	-1	101
COC(=O)c1ccc2nc(NC(=O)CN3C(=O)CCC3=O)sc2c1	-1	0.067	86	-3	-11	-4	98	-1	102
O=C(COc1cccc2ccccc12)N1CCN(c2ccccn2)CC1	8	0.92	93	1	0	-9	94	15	99
C/C(=N/NS(=O)(=O)c1ccc(Cl)cc1)c1cccc(O)c1	1	0.17	·	-5	-4	-6	·	4	·
Cc1ccc2c(c1)c1ncnc(N3CCOCC3)c1n2C	20	·	46	-2	-8	-6	85	36*	93
CCOC(=O)N1CCN(C(=O)COc2ccc3c(c2)C(=O)CC2(CCN(C(C)=O)CC2)O3)CC1	-1	0.11	101	6	-12	-4	105	-2	98
O=C(Nc1ccc(Cl)cc1C(=O)NCC1CCCO1)c1ccco1 (configuration not stated)	-10	-1.9	59	2	6	-8	102	13	99
CCOC(=O)CSc1nnnn1-c1cc(OC)ccc1OC	4	-1.3	90	2	2	-15	84	6	93
CCn1c2ccccc2c2cc(NC(=O)CSc3nnc(-c4cccc(F)c4)o3)ccc21	1	-0.026	·	2	-18	-2	·	9	·
O=C(COn1nnc2ccc(Cl)cc21)NC12CC3CC(CC(C3)C1)C2	6	0.17	95	-1	-16	-5	91	52*	94
CCCn1nnc(NC(=O)c2cccc(OCC(C)C)c2)n1	-2	-0.59	38*	-7	·	·	81	-8	104
COc1ccc(C(=O)Nc2cccc(/C(C)=N/NC(=O)c3ccc([N+](=O)[O-])c(C)c3)c2)cc1OC	-8	0.82	·	-12	11	-4	·	3	·
CCOc1[nH]n(-c2ccc(Cl)cc2)c(=O)c1C=Nc1ccc(C)cc1	-5	-0.76	·	-9	-3	-7	·	-2	·
CCN(CC)c1ccc2cc(C(=O)Nc3ccccn3)c(=O)oc2c1	-11	-0.65	93	-9	·	·	94	4	96
CCc1nc(SCc2cccnc2)c(C#N)cc1C	-2	-1.5	91	9	-32	-6	116	17	109
Cc1cc(C)c2nc(N3CCCN(C(=O)c4cnccn4)CC3)c(C#N)cc2c1	-8	0.76	86	0	21	2	97	10	92
O=c1c(F)cn(C2CCCO2)c(=O)n1Cc1c(F)cccc1Cl (configuration not stated)	20	-0.24	74	-1	-27	2	95	11	93
Cc1nc2cc(Cl)c(Cl)cc2nc1C	4	-0.58	78	0	·	·	94	-10	94
O=C(Oc1cccc(Br)c1)c1cccnc1	12	0.56	86	18	6	-6	84	34*	104
O=C(O)c1cccc(Cn2c(Cl)c(/C=N/NC(=O)c3ccccc3)sc2=O)c1	-14	1.2	94	3	4	-1	101	0	92
CC1CCCC2(C1)NC(=S)N(c1ccccc1)N2 (configuration not stated)	20	0.032	94	3	14	-2	55	2	103
Cc1ccccc1NC(=O)c1sc2nc[nH]c(=O)c2c1C	-3	0.35	·	-9	-4	-7	·	1	·
COc1ccc(Cl)cc1C(=O)OCC(=O)NC(=O)c1cccn1C	23	1.4	96	0	1	-9	86	2	101
Cc1cccc(NC(=O)N2CCC(NC(=O)c3ccccc3C)CC2)c1	1	-1.2	98	-2	13	-1	100	0	98
CCC(=O)N1CCCc2cc(S(=O)(=O)N3CCN(C4CCCCC4)CC3)ccc21	1	-0.042	78	5	·	·	96	9	97
COC(=O)c1ccc2ccn(CC(=O)NC3CCCCC3)c2c1	2	-0.79	92	-13	5	-8	107	11	99
CN(C)S(=O)(=O)c1cccc(C(=O)OCC(=O)Nc2sccc2C(N)=O)c1	-8	-0.38	89	-8	32	-4	85	6	94
Cc1ccc(NC(=O)c2c(C(F)(F)F)nn(C)c2SCc2cccc(C(F)(F)F)c2)cc1C	15	-0.63	·	-13	35	-4	·	15	·
COc1cccc(CN(C)C(=O)c2ccc(S(=O)(=O)N3CCCC3)cc2)c1OC	2	0.22	82	2	3	-3	93	13	98
c1ccc(-c2ncnc3nc4n(c23)CCC4)cc1	23	-1.7	99	3	7	-5	103	-9	101
Oc1cc(Cc2ccccc2)cnc1CN1CCCCC1	16	-1.3	94	5	2	-6	112	6	105
COc1ccc(NC(=O)c2c(OC)cccc2OC)c(OC)c1	7	-0.45	85	2	7	-5	97	-13	98
CCOc1ccccc1NC(=O)c1ccc(NC(=O)c2ccco2)cc1	·	3.9*	53	·	-33	-3	87	·	77
O=C(Nc1ccc(Cl)c(Cl)c1)N1CC=C(c2ccccc2)CC1	11	1.9	66	-9	7	-11	71	13	96
O=C(O)c1cc2c(s1)-c1ccccc1OC2	17	0.31	99	-9	·	·	84	8	93
Cc1cc(=S)[nH]c2ccccc12	6	·	72	8	-2	-6	99	0	103
O=C(Nc1cccc(F)c1)N(Cc1ccc(Cl)cc1)CC(O)C(F)(F)F (configuration not stated)	13	0.2	·	7	13	-2	·	58*	·
CC1(C)CC(=O)C=C(Nc2ccccn2)C1	-10	0.088	102	7	0	-1	99	-8	98
COC(=O)C(Cc1ccc(OC(=O)c2ccccc2C)cc1)N1Cc2ccccc2C1=O (configuration not stated)	15	3.3*	·	-18	11	-5	·	18	·
Cc1ccc(Cn2nnc3c(=O)n(CC(=O)c4ccccc4)cnc32)cc1	-23	-1.2	91	0	1	-3	89	8	94
COc1ccc(N2C3=[N+](CC2(C)O)c2ccccc2CC3)cc1 (configuration not stated)	0	-1	84	-3	2	2	88	7	94
CCOC(=O)CN(Cc1ccc(OC)c(OC)c1)S(=O)(=O)c1ccc(OC)cc1	0	1.3	88	0	-17	-6	105	5	94
C[N+]1=C2CCCCCN2C(O)(c2ccccc2)C1 (configuration not stated)	-2	0.19	96	-6	·	·	96	-2	92
COc1ccc(C2CC(C(F)(F)F)n3nc(C(N)=O)c(Cl)c3N2)cc1OC (configuration not stated)	0	-0.66	95	-4	16	24*	105	-2	102
CN(C)c1ccc(/C=N/NC(=O)c2ccc(Cl)cc2)cc1	13	0.42	·	-3	-4	-10	·	6	·
Cc1c(F)cccc1NS(=O)(=O)c1ccccc1C#N	-3	-0.6	93	4	9	-5	94	5	95
CC(C)CC(NC(=O)C(Cc1ccc(OCc2ccccc2)cc1)NC(=O)OC(C)(C)C)C(N)=O (configuration not stated)	0	0.082	·	1	13	-4	·	9	·
CCOC(=O)C(C(=O)Nc1cccc(C)n1)C1CCCCC1 (configuration not stated)	-4	0.11	92	-5	-12	-7	94	3	103
NC(=O)SCC(=O)Nc1ccc(Cl)cc1	-1	-0.71	·	0	-8	-3	·	1	·
COc1ccc(C)cc1S(=O)(=O)N1c2ccccc2CC1C (configuration not stated)	-12	0.31	97	-8	-1	-2	101	9	104
COC(=O)CSc1nc(N)c(C#N)c(C(C)C)c1C#N	-2	-1.5	96	5	-8	-7	104	4	·

(more compounds)
SMILES	PostGolgi yeast	hDAT+cocaine	H69AR inhibit	E coli WT exp	S1P2 blocker	S1P2 ag	HUVEC prolif 384	PostGolgi ctrl	Fibroblast inh
COc1ccc(CCNC(=O)CSc2nnc(-c3ccc(F)cc3)o2)cc1OC	-4	0.52	88	-1	4	-3	93	11	103
CC1(C)Cc2ccccc2-c2nnc(SCC(=O)Nc3nc4ccccc4s3)n21	6	-0.53	87	-1	3	-6	86	7	109
O=C(CCC1CCCC1)N1CCN(C(=O)COc2ccccc2)CC1	2	0.082	102	-6	12	-7	95	6	89
COc1ccc(CCN2C(=O)CC(N3CCOCC3)C2=O)cc1OC (configuration not stated)	·	-0.072	87	·	-1	0	105	·	102
CN(C)c1ccc(CNc2ncc(Br)cc2Br)cc1	-1	1.5	93	3	3	-5	103	10	110
O=C(C/C(=N/O)c1ccccc1O)C(F)F	1	0.045	98	7	17	-10	94	15	97
Cc1ccc2nc(N3CCN(C)CC3)c(C#N)cc2c1	28	0.99	92	10	-2	-6	73	-2	99
CC(=O)Nc1ccc(C(=O)CSc2nnc3scc(-c4ccccc4)n23)cc1	-13	-0.0052	53	-2	0	-5	92	-13	95
O=C(CN1C(=O)CCC1=O)Nc1nc(-c2ccccn2)cs1	3	-0.28	104	-2	0	-3	102	10	94

16 consecutive compounds from above:
SMILES	PostGolgi yeast	hDAT+cocaine	H69AR inhibit	E coli WT exp	S1P2 blocker	S1P2 ag	HUVEC prolif 384	PostGolgi ctrl	Fibroblast inh
O=C(Nc1ccccc1-c1ccccc1)c1cnccn1	-7	-0.7	41	1	-9	-5	82	11	104
O=C(Nc1cccc2ccccc12)C1CCN(C(=O)NCc2ccccc2)CC1	1	-0.59	96	-9	14	-10	100	3	101
O=C(c1ccco1)N1CCN=C1SCc1ccccc1F	0	-0.56	91	-4	9	-2	96	5	100
Cc1cccc(-n2ccnc2SCC(=O)Nc2nccs2)c1	6	-0.13	102	5	-4	-1	101	9	97
Cc1onc(-c2ccccc2Cl)c1C(=O)N1CCCc2ccccc21	-10	-0.72	23*	-4	20	-6	90	16	91
CC1CN(C(=O)c2cc3c(=O)n4ccccc4nc3s2)CC(C)O1 (configuration not stated)	11	0.73	73	0	·	·	92	7	95
Cc1oc(C(C)(C)C)cc1C(=O)NCC(=O)NCC(=O)O	-4	-0.84	87	4	25	-2	95	12	94
Cc1cc(/C=N\NC(=O)CC(=O)NC2CCCCC2)c(C)n1-c1ccc(Cl)c(Cl)c1	-7	-3.7*	·	-5	-3	-1	·	10	·
Cc1c(C(=O)CN2CCSCC2)c2ccccc2n1C	-3	0.28	·	10	-1	-4	·	9	·
O=C(CSc1nc2ccccc2s1)NC(=O)NCc1ccco1	-5	-0.18	88	-4	29	0	99	-1	101
COC(=O)c1ccc2nc(NC(=O)CN3C(=O)CCC3=O)sc2c1	-1	0.067	86	-3	-11	-4	98	-1	102
O=C(COc1cccc2ccccc12)N1CCN(c2ccccn2)CC1	8	0.92	93	1	0	-9	94	15	99
C/C(=N/NS(=O)(=O)c1ccc(Cl)cc1)c1cccc(O)c1	1	0.17	·	-5	-4	-6	·	4	·
Cc1ccc2c(c1)c1ncnc(N3CCOCC3)c1n2C	20	·	46	-2	-8	-6	85	36*	93
CCOC(=O)N1CCN(C(=O)COc2ccc3c(c2)C(=O)CC2(CCN(C(C)=O)CC2)O3)CC1	-1	0.11	101	6	-12	-4	105	-2	98
O=C(Nc1ccc(Cl)cc1C(=O)NCC1CCCO1)c1ccco1 (configuration not stated)	-10	-1.9	59	2	6	-8	102	13	99
